STAT3 inh = STAT3 signaling inhibition; AID 862; inhibition, % at 5.5 µM; U3A cells, IL-6 STAT3-luciferase reporter, luminescence; host cell line lacks STAT1; 190,000 compounds, 0.89% hits;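 active = inhibition above the mean inhibition across all screened compounds plus 3 SD, cut at about 44% in these data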;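 note: 0% = DMSO only wells and 100% = 100 µM nifuroxazide control wells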
STAT1 activator = STAT1 signaling activation. NIH 3T3 STAT1-luciferase reporter, IFN-gamma, luminescence; 100% = IFN-gamma alone, no compound. activation (% of control), % at 5.5 µM. 200,000 compounds, 2.6% hits;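 active = activation above the screen-wide mean activation plus 3 SD, cut at about 130% in these data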;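 note: raw ratio to IFN-gamma control signal so 100% means no change and 0% no light; values of inactives mirror those of a sister screen read the other way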
STAT1 inh = inhibitors of IFN-gamma induced STAT1 signaling; NIH 3T3 STAT1-luciferase reporter, luminescence; inhibition, % at 5.5 µM; 200,000 compounds, 0.35% hits; AID 920;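 active = inhibition above a set limit, the mean inhibition across all tested compounds plus 3 SD, cut at about 34% in these data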;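 note: 0% = IFN-gamma with DMSO and 100% = IFN-gamma with 300 µM nifuroxazide; values of inactives mirror those of a sister screen read the other way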
STAT3 activator = increases IL-6 driven STAT3 reporter signal; 190,000 compounds, 0.91% hits; U3A cells, IL-6 STAT3-luciferase reporter, luminescence; 100% = signal with IL-6 EC80 alone; activation (% of control), % at 5.6 µM;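 active = activation above the screen-wide mean of compound activation plus 3 SD, cut at about 130% in these data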;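 note: 0% = background luminescence of wells with medium and substrate only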
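Detection: reporter luminescence signal / Assay system: STAT1-lacking human U3A cells, STAT3 luciferase reporter / Incubation: compound pre-incubation 1 h before IL-6, then 6 h stimulation at 37 °C / Control set: IL-6-only high control / Read-out: % activation relative to IL-6 control / Probe or stimulus: Interleukin-6, 33 ng/mL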
APP transl inh = APP translation inhibition; SH-SY5Y APP 5'UTR-luciferase reporter, luminescence; inhibition, % at 2 µM; 190,000 compounds, 0.82% hits;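 active = inhibition above a set limit, derived from the sample mean plus 3 SD, cut at about 45% in these data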; note: values of inactives mirror those of a sister screen read the other way
FLuc inh counter = counter-screen for luciferase assay inhibitors: firefly luciferase inhibition. ATPLite firefly luciferase biochemical luminescence, 10 min. inhibition, % at 10 µM. 200,000 compounds, 1.5% hits. AID 1006;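 active = inhibition above about 50% when tested at 10 µM, limit read from the data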
Target sequence (P08659 whole entry, looked up): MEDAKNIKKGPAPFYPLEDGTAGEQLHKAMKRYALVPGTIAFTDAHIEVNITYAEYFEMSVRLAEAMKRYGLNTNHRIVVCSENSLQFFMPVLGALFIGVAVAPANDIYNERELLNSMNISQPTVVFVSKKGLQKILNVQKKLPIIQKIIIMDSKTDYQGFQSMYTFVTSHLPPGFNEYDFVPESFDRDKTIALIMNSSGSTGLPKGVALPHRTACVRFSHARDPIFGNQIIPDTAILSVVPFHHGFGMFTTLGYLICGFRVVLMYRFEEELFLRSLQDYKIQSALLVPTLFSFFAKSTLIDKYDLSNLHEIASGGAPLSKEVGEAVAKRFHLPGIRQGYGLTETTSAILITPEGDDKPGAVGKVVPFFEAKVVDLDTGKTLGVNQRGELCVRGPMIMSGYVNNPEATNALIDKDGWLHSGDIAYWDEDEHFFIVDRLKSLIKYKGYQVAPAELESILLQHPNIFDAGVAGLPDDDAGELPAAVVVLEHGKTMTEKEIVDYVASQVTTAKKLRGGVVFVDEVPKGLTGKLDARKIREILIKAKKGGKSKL
Hsp70 activator = switches on Hsp70 transcription; HeLa Hsp70 promoter luciferase reporter, luminescence; scaled: vehicle 0, proteasome-inhibitor control 100%; activation, % at 10 µM; 200,000 compounds, 0.04% hits; AID 1203;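 active = activation above the mean across all tested compounds plus 3 SD, cutoff set per campaign, cut at about 5.5% in these data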;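 note: 100% = MG132 at 30 µM as the positive control and 0% = DMSO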
APP 5'UTR act = activates APP 5'UTR luciferase reporter. AID 1276. activation, % at 2 µM. 190,000 compounds, 1% hits. SH-SY5Y APP 5'UTR luciferase reporter, luminescence; zero percent = DMSO vehicle wells;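 active = activation above a set limit, based on mean plus 3 SD of controls, cut at about 140% in these data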; note: values of inactives mirror those of a sister screen read the other way
RAM inhibit = yeast RAM network inhibition | S. cerevisiae dse1pr::URA3 reporter, 5-FOA growth OD615, 2 d; analog-sensitive cbk1-as2 kinase mutant strain | 190,000 compounds, 1.8% hits | inhibition, % at 50 µM;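 active = inhibition above a set limit, 3 SD over mean compound inhibition, cut at about 8.4% in these data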;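 note: 0% = DMSO-only wells with no growth and 100% = 10 µM 1-NA-PP1 full growth; inhibition rescues growth on 5-FOA so higher OD means more RAM inhibition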
NF-kB expr up = NF-kB expression increase, human neuronal cells. NF-kB reporter expression; active compounds read high. 190,000 compounds, 1.6% hits. fold change at 12.5 µM; in the data active = fold change above about 3.3
* marks the source's active call; other numbers are inactive results; x = no result given.

item	compound	STAT3 inh	STAT1 activator	STAT1 inh	STAT3 activator	APP transl inh	FLuc inh counter	Hsp70 activator	APP 5'UTR act	RAM inhibit	NF-kB expr up
1	CC(=O)NC1C(=O)N=C(SCC(=O)NC(C)c2ccccc2)NC1=O (configuration not stated)	12	88	13	96	1	-2	-0.4	-1	-0.5	1
2	Cc1cccc(NC(=O)c2ccc3ccccc3n2)n1	-20	131*	-32	120	-98	28	0.4	98	0.6	2.5
3	Cc1sc2ncn(Cc3ccccc3F)c(=O)c2c1C	3	101	-2	103	2	-4	-0.2	-2	-1.1	1.2
4	O=c1c2cc(Br)cc(Br)c2oc2nc3n(c(=O)c12)CCCS3	5	114	-15	100	-20	-6	0.0	20	0.2	0.99
5	Cc1ccc(NS(=O)(=O)c2ccc(OCC(=O)NCc3ccco3)cc2)cc1	-4	100	7	106	7	-4	0.0	-7	1.5	0.95
6	CCCC(C)NC(=O)c1sc2nc3n(c(=O)c2c1C)CCC3 (configuration not stated)	4	101	-2	99	-6	-3	0.2	5	0.1	1.3
7	Cc1ccc2nsnc2c1NC(=O)Cc1ccc(Cl)cc1	14	91	8	90	17	-4	-0.1	-17	5.0	0.92
8	CCN(CCO)C(=O)CC(c1ccccc1)c1cc(Br)ccc1O (configuration not stated)	0	98	3	102	-2	-7	0.2	2	3.9	0.86
9	Cc1ccc2c(c1)C=CC(C)N2C(=O)c1ccccc1 (configuration not stated)	-25	93	7	126	2	-5	-0.4	-2	-0.1	0.99
10	Cc1ccc(OC(C)C)c(CN(CCO)CCO)c1	0	101	5	101	-22	-3	-0.1	22	1.6	0.95
11	Cc1ccc2c(Cl)c(C)c(N3CCCC3)nc2n1	13	103	-4	90	9	3	-0.3	-9	1.2	0.88
12	COc1cc(C2NC(C(=O)O)Cc3c2[nH]c2ccccc32)cc(OC)c1OC (configuration not stated)	-10	95	6	108	4	-1	-0.1	-4	0.1	0.66
13	Cc1ccc(C)c(N(CC(=O)Nc2ccccc2C(=O)NCc2ccco2)S(=O)(=O)c2ccccc2)c1	-9	102	-2	113	-17	-5	-0.2	17	7.0	0.34
14	CN(C)n1cnc2ccsc2c1=O	12	100	-1	99	8	-9	0.2	-8	1.6	1.6
15	CCn1cnc2cc(NCc3nc4ccccc4n3C)ccc21	22	124	-26	86	-146	53*	-0.1	146*	1.8	5.5*
16	O=C(CCN1CCN(c2ccc(F)cc2)CC1)Nc1ccc(F)cc1	11	98	2	92	-22	2	-0.1	22	1.2	1.1
17	CCNC(=O)n1nccc1C(C)Oc1cccc(C(F)(F)F)c1 (configuration not stated)	7	94	6	96	-8	-5	0.1	8	5.4	0.91
18	N/C(=N/S(=O)(=O)c1ccccc1)c1cccc([N+](=O)[O-])c1	18	91	11	89	-17	-8	0.1	17	1.4	x
19	O=C(CSc1nc2c(c(C(F)(F)F)n1)CCc1ccccc1-2)NCc1ccc(F)cc1	4	106	-7	98	-14	-5	-0.4	14	3.7	1.1
20	CN(C(=O)COC(=O)c1n[nH]c2ccccc12)c1ccccc1	10	105	-6	95	-36	1	0.3	36	0.5	1.4
21	O=C(CSC1=NCCN1)Nc1ccccc1[N+](=O)[O-]	-10	118	-22	112	19	-4	-0.2	-19	1.1	1.1
22	Cn1nnnc1SCc1csc(Nc2ccccc2)n1	-6	108	-7	108	-54	1	0.0	54	0.8	1.9
23	CCCCCn1c(SCC(=O)c2ccccc2)nc2cc(C(=O)NCc3ccco3)ccc2c1=O	3	99	1	106	-1	-8	-0.1	1	2.5	1
24	Cc1ccn(CC(=O)O)c(=O)c1	2	102	-2	100	12	-3	-0.4	-12	-0.9	1.4
25	CC(=O)c1ccccc1NS(=O)(=O)c1c(C)nn(-c2ccccc2)c1C	11	91	10	93	5	-5	-0.4	-5	0.3	0.76

Compound profiles (already shown). Values in the order: STAT3 inh | STAT1 activator | STAT1 inh | STAT3 activator | APP transl inh | FLuc inh counter | Hsp70 activator | APP 5'UTR act | RAM inhibit | NF-kB expr up
Listed for CC(=O)c1ccccc1NS(=O)(=O)c1c(C)nn(-c2ccccc2)c1C → 11 | 91 | 10 | 93 | 5 | -5 | -0.4 | -5 | 0.3 | 0.76
Listed for Cc1ccc2nsnc2c1NC(=O)Cc1ccc(Cl)cc1 → 14 | 91 | 8 | 90 | 17 | -4 | -0.1 | -17 | 5.0 | 0.92
Listed for Cc1ccn(CC(=O)O)c(=O)c1 → 2 | 102 | -2 | 100 | 12 | -3 | -0.4 | -12 | -0.9 | 1.4
Listed for Cc1ccc2c(c1)C=CC(C)N2C(=O)c1ccccc1 (configuration not stated) → -25 | 93 | 7 | 126 | 2 | -5 | -0.4 | -2 | -0.1 | 0.99
Listed for COc1cc(C2NC(C(=O)O)Cc3c2[nH]c2ccccc32)cc(OC)c1OC (configuration not stated) → -10 | 95 | 6 | 108 | 4 | -1 | -0.1 | -4 | 0.1 | 0.66

Reprinted, entries 24–25
item	compound	STAT3 inh	STAT1 activator	STAT1 inh	STAT3 activator	APP transl inh	FLuc inh counter	Hsp70 activator	APP 5'UTR act	RAM inhibit	NF-kB expr up
24	Cc1ccn(CC(=O)O)c(=O)c1	2	102	-2	100	12	-3	-0.4	-12	-0.9	1.4
25	CC(=O)c1ccccc1NS(=O)(=O)c1c(C)nn(-c2ccccc2)c1C	11	91	10	93	5	-5	-0.4	-5	0.3	0.76

Down the list, quoted from above:
Nos. 2–7 in APP 5'UTR act: 98, -2, 20, -7, 5, -17
Nos. 2–7 in STAT3 inh: -20, 3, 5, -4, 4, 14

Next part.
item	compound	STAT3 inh	STAT1 activator	STAT1 inh	STAT3 activator	APP transl inh	FLuc inh counter	Hsp70 activator	APP 5'UTR act	RAM inhibit	NF-kB expr up
26	CC(C)(C)c1ccc(S(=O)(=O)NCc2ccc(C(=O)N3CCCC3)cc2)cc1	2	103	-3	96	-6	-4	-0.2	6	1.9	0.96
27	O=C(Nc1ccon1)c1cccc(C(F)(F)F)c1	7	98	4	98	-7	-2	-0.1	7	4.7	1.2
28	CC(C)OC(=O)c1cc2ccccc2[nH]1	35	119	-18	73	-23	-5	-0.1	23	1.7	1.7
29	Cc1cc(C)cc(NC(=O)Cc2ccc(-n3cccc3)cc2)c1	11	107	-8	94	-9	-5	-0.4	9	3.8	1.6
30	COc1ccc(C(=O)Nc2ccc3c(c2)Cc2ccccc2-3)cc1	4	99	1	103	8	-3	-0.2	-8	5.4	1.2
31	CC(C)NCC#CCOc1ccc(Cl)cc1	2	109	-13	102	12	-4	-0.2	-12	3.1	0.95
32	COc1ccc(CCNC(=O)COc2ccc(S(=O)(=O)NC3CCCCC3)cc2Cl)cc1	11	99	1	95	11	-6	-0.1	-11	10*	0.39
33	N/C(=N\OC(=O)Oc1ccccc1)c1ccc(Br)cc1	-1	95	5	102	-15	-1	-0.1	15	-0.3	1
34	COc1ccc(/C(O)=C2/C(=O)C(=O)N(CCN(C)C)C2c2ccc(F)cc2)cc1Cl (configuration not stated)	5	96	5	99	9	-2	0.1	-9	2.9	0.97
35	C/C(=N\NS(=O)(=O)c1ccc([N+](=O)[O-])cc1)c1cccs1	8	105	-7	97	-9	3	0.2	9	2.0	1.1
36	CCCCNC(=O)c1sc2nc(C)cc(COC)c2c1-n1cccc1	4	99	1	99	-8	-8	-0.2	9	0.6	1
37	Cc1c(-c2cc(C(=O)O)no2)cnn1C	3	103	-5	99	3	-5	0.2	-3	1.8	1.2
38	COC(=O)CCCNS(=O)(=O)c1ccc2ccccc2c1	8	106	-4	96	-2	-5	-0.1	2	1.5	1.1
39	CCn1c(=O)cc(OCC(=O)N2CCN(c3ccc(F)cc3)CC2)c2ccccc21	15	93	6	90	5	-5	-0.1	-5	1.3	0.91
40	CCOc1cc(NC(=S)NCc2ccco2)c(OCC)cc1NC(=O)CC(C)C	9	94	7	92	2	3	-0.3	-2	1.1	1.2
41	CCNC(=S)N(Cc1ccc2c(c1)OCO2)C1CC(=O)N(c2ccc(OC)cc2)C1=O (configuration not stated)	-3	98	6	112	13	-6	-0.1	-13	2.5	0.88
42	CC(C)(C)CC(=O)Nc1nnc(-c2cccs2)s1	-10	140*	-44	112	-38	2	0.2	38	6.0	2.1
43	COc1ccccc1C(=O)NC(=O)OCCn1c(C)cnc1[N+](=O)[O-]	11	95	4	94	-8	-4	0.6	8	0.7	1.1
44	S=C(NCCc1ccccc1)Nc1ccc(Nc2ccccc2)cc1	0	95	4	104	7	-7	-0.1	-7	2.2	0.97
45	O=C(/C=C/c1ccc(-c2ccccc2[N+](=O)[O-])o1)c1ccc(Br)cc1	-4	105	-5	111	2	-2	-0.1	-2	12*	0.74
46	CC(=O)N1C(=S)NC(=O)/C1=C1/C(=O)N(CC(=O)Nc2cccc(C)c2)c2ccccc21	2	95	6	99	-16	-4	-0.3	16	2.9	1.2
47	CC(C)Oc1cccc(C(=O)C2CCCN(Cc3ccc4nonc4c3)C2)c1 (configuration not stated)	12	92	8	99	14	-3	0.0	-14	2.4	1.1
48	CC(=O)NCC(=O)N(c1ccccc1)C1(C(=O)NC2CCCCC2)CCCCC1	-3	100	0	105	-2	-7	-0.1	2	-0.3	1.1
49	CCOC(=O)c1ccc2c(c1)nc(COc1ccc3ccccc3c1)n2CC	7	93	1	95	-2	-3	-0.6	2	5.4	0.87
50	CCC1(C)N(O)C(C)(C)C(c2ccc(OC)cc2)=[N+]1[O-] (configuration not stated)	6	88	13	98	-9	-4	-0.2	9	2.6	1.1

Assay outcomes from PubChem.
